Screening data from PubChem.
CHRM4 agonist: agonists of human muscarinic M4 receptor (CHRM4) | P08173 | CHO-K1 hM4/Gqi5, Fluo-8 calcium fluorescence; vehicle 0%, full acetylcholine response 100% | activation, % at 3 µM | 0.14% of 360,000 active | AID 624127;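 active = activation above the run mean over all test wells plus 3 SD, cut at about 32% in these data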;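 also: peak over basal fluorescence ratio per well then scaled between controls; 0% = DMSO wells and 100% = acetylcholine at EC100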
Target sequence (P08173 whole entry, looked up): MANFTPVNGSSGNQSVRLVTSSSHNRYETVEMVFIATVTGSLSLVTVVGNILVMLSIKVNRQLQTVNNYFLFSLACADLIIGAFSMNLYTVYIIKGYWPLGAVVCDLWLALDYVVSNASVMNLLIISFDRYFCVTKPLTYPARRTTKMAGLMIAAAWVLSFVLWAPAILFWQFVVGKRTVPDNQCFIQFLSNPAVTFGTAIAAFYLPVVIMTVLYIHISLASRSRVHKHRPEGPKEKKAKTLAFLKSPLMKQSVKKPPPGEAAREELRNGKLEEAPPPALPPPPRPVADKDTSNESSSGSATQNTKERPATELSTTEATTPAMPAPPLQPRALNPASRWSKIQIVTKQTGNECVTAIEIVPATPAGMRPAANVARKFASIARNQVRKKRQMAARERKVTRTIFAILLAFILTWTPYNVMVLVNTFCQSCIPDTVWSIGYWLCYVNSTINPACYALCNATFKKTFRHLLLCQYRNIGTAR
M5 PAM: CHRM5 positive allosteric modulation; CHO-K1 hM5, Fluo-8 calcium, ACh EC20 PAM; 0% = ACh EC20, 100% = ACh EC100; 0.3% of 360,000 active; P08912; AID 624038; activation, % at 3 µM;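 active = activation above the run cutoff, the mean activation of all test compounds plus 3 SD, cut at about 18% in these data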
Target sequence (P08912 whole entry, looked up): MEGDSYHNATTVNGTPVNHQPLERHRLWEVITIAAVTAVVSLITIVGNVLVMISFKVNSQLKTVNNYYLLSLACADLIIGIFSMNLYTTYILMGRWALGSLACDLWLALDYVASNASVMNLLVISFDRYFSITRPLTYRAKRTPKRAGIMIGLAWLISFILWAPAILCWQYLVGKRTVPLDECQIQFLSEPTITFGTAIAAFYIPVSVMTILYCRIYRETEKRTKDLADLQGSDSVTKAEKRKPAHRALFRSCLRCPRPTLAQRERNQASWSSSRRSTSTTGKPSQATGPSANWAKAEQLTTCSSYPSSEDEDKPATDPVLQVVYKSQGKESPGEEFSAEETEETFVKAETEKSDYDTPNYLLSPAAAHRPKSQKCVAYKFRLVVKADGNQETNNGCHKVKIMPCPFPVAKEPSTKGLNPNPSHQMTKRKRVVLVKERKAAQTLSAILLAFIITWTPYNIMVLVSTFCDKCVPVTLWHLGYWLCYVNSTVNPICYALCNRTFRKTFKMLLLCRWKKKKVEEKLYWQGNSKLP
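Assay system – human M5 receptor in CHO-K1 cells · Read-out – % activation, ACh-normalized · Technique – Fluo-8 calcium fluorescence · Dosing – single-point, 3 µM nominal · Incubation – Fluo-8 loading 80 min at 37 °C plus 30 min room temperature · Repeats – singlicate, one well per test compound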
CRFR2-BP antag: blocks CRF-induced signaling of the CRF-BP/CRF-R2 complex; HEK293 CRF-R2/CRF-BP, CRF-induced calcium fluorescence; inhibition, % at 11.8 µM; AID 588475; 0.59% of 350,000 active;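 active = inhibition of the ligand-induced calcium signal above about 50% at the single tested concentration, limit read from the data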
CRFR2-BP ag: agonists of human CRF-binding protein/CRF-R2 receptor complex. HEK293 CRF-R2/CRF-BP, calcium dye fluorescence (FLIPR); percent of saturating CRF peptide response. activation, % at 13.2 µM. 0.46% of 350,000 active;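 active = activation of at least 50%, plus an integration ratio under a set limit after plate pattern correction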;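 also: plate controls were neutral control wells without compound for no effect and CRF at EC100 for full effect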
M5 antag: blocks acetylcholine activation of human M5 receptor; P08912; CHO-hM5 cells, Fluo-8 calcium fluorescence, ACh EC80; inhibition, % at 3 µM; 0.59% of 360,000 active; AID 624040;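 active = inhibition above a per-plate cutoff, the mean of that plate's test compounds plus 3 SD, cut at about 27% in these data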;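 also: 0% = acetylcholine EC80 with DMSO and 100% = DMSO without agonist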
M1 PAM: positive allosteric modulators of human M1 muscarinic receptor | 0.088% of 360,000 active | AID 588819 | activation, % at 3 µM | CHO-K1 hM1, Fluo-8 calcium fluorescence, ACh EC20; 0% = ACh EC20, 100% = maximal ACh; in the data active = activation above about 19%, passing the limit was not always enough
CHRM5 agonist: agonists of human muscarinic M5 receptor (CHRM5) | CHO-K1 hM5 cells, Fluo-8 calcium fluorescence; 0% DMSO wells, 100% maximal acetylcholine response | P08912 | 0.19% of 360,000 active | activation, % at 3 µM;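 active = activation above the run's mean over test compounds plus 3 SD, cut at about 23% in these data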;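 also: signal is peak over basal fluorescence ratio across the kinetic read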
CHRM4 antagonist: blocks acetylcholine activation of human M4 receptor; AID 624125; inhibition, % at 3 µM; 0.73% of 360,000 active; CHO-hM4 cells, ACh EC80, Fluo-8 calcium fluorescence;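 active = inhibition above its plate's cutoff, the mean inhibition of sample wells plus 3 SD, cut at about 27% in these data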;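 also: 0% = acetylcholine EC80 with DMSO and 100% = DMSO without agonist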
M4 PAM: potentiates acetylcholine response at human M4 receptor | P08173 | CHO-K1 hM4/Gqi5, Fluo-8 calcium fluorescence, ACh EC20; 0% = ACh EC20, 100% = maximal ACh | activation, % at 3 µM | 0.4% of 360,000 active;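 active = activation above its plate's cutoff, the mean activation of sample wells plus 3 SD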; also: some results filed as inactive read as strong as hits
An asterisk follows results filed as active; nt = no result given.

SMILES	CHRM4 agonist	M5 PAM	CRFR2-BP antag	CRFR2-BP ag	M5 antag	M1 PAM	CHRM5 agonist	CHRM4 antagonist	M4 PAM
COc1ccc(-c2cc(C(F)(F)F)nc(SCC(=O)N3CC(C)OC(C)C3)n2)cc1OC (stereo unspecified)	0	0	-3	-0.5	2	6	1	13	-1
CC(C)[C@H]1COCCS(=O)(=O)N1Cc1ccccc1-c1cccc2c1oc1ccccc12	0	-3	-4	2.1	-3	0	-1	-10	-8
O=C1/C(=C/c2cccs2)SC(=S)N1CCCC(=O)N(CCO)c1ccccc1	1	-5	1	2.3	16	7	-3	4	-9
COC(=O)c1sccc1NC(=O)c1ccc(OC)c([N+](=O)[O-])c1	1	5	15	-1.4	8	4	1	0	-9
N#CC1(NC(=O)CN2CCc3ccccc3C2)CCCC1	0	9	-4	-3.4	3	10	-4	-4	0
Cn1c(=O)[nH]c(=O)c2c1nc(N1CCCCC1)n2C/C=N/NC(=O)c1cc(Br)ccc1O	2	0	-7	1.0	7	1	3	-3	2
CSc1cccc(NC(=O)C2CCCN(S(C)(=O)=O)C2)c1 (stereo unspecified)	0	-6	10	-0.7	13	1	1	4	-4
CCN1C(=O)c2cccc3c(S(=O)(=O)NC(Cc4c[nH]c5ccccc45)C(=O)O)ccc1c23 (stereo unspecified)	0	6	-18	0.9	5	-3	-5	6	4
Cc1ccccc1[C@@]1(C)ON(c2ccccc2C(F)(F)F)C1=O	0	4	-4	0.3	-5	7	4	1	7
O=C(CN1CCN(c2cccc(Cl)c2)CC1)c1ccc(O)cc1O	3	1	-9	0.4	-3	16	-4	0	6
O=C(NCc1ccccc1C(F)(F)F)C1CCC(=O)N(C2CCCCCC2)C1 (stereo unspecified)	1	-3	-10	-0.7	14	-8	4	21	-6
CC(C)c1ccc(NC(=O)C(=O)C2C(=O)Nc3ccccc32)cc1 (stereo unspecified)	-1	-1	-9	-0.2	6	1	1	-5	5
CCOc1ccc(CONS(=O)(=O)c2ccc(NC(C)=O)cc2)cc1Cl	12	-7	-29	1.6	5	-2	5	-4	-4
COC(=O)C1=C(C)N(CC2CC2)C(=O)N[C@H]1c1ccccc1	0	6	-4	-0.6	-4	10	5	-2	4
COc1cccc(-c2noc(Cn3nc(C)c([N+](=O)[O-])c3C)n2)c1	0	-7	13	0.4	2	5	-3	13	1
COCc1nnc(NC(=O)c2ccc(S(=O)(=O)N3CCCC3)cc2)o1	0	-3	0	6.1	4	4	-2	5	1
CC1=CCC2C(=O)N(c3cccc(C(=O)NCc4ccccc4)c3)C(=O)C2C1 (stereo unspecified)	13	-9	-9	2.1	5	2	3	-12	-5
Cc1nc([N+](=O)[O-])cn1CC(O)c1ccc(-c2ccccc2)cc1 (stereo unspecified)	5	-2	26	-5.0	-6	7	-2	-10	2
CCSc1ccc(-c2cc(NC=O)c3ncc(-c4cccc(C(=O)N(C)C)c4)n3c2)cc1	11	-4	nt	nt	8	0	1	4	7
COc1cccc(CNC(=O)Cn2ccc([N+](=O)[O-])n2)c1	0	-1	3	-0.7	1	7	3	-9	-1
Cc1cc(NC(=O)CSc2nnc(-c3cccnc3)n2C2CCCCC2C)no1 (stereo unspecified)	12	-13	0	-1.6	7	2	0	-8	8
O=c1[nH]c(COc2ccccc2)nc2ccccc12	1	0	8	0.3	3	6	-3	-9	2
Cc1ccc(S(=O)(=O)N2C(=O)CCC2C(=O)Nn2cnnc2)cc1 (stereo unspecified)	1	-8	-23	5.3	0	2	3	8	5
COC(=O)C1=C(C)N(c2ccc(Br)cc2)C(=O)/C1=C\c1ccco1	0	-1	-3	-2.8	3	0	1	8	-11

Ordered by SMILES length (smallest number first): 3 of the compounds above.
SMILES	CHRM4 agonist	M5 PAM	CRFR2-BP antag	CRFR2-BP ag	M5 antag	M1 PAM	CHRM5 agonist	CHRM4 antagonist	M4 PAM
COc1cccc(CNC(=O)Cn2ccc([N+](=O)[O-])n2)c1	0	-1	3	-0.7	1	7	3	-9	-1
CCOc1ccc(CONS(=O)(=O)c2ccc(NC(C)=O)cc2)cc1Cl	12	-7	-29	1.6	5	-2	5	-4	-4
Cc1cc(NC(=O)CSc2nnc(-c3cccnc3)n2C2CCCCC2C)no1 (stereo unspecified)	12	-13	0	-1.6	7	2	0	-8	8

17 of the compounds above, bar-delimited:
compound | CHRM4 agonist | M5 PAM | CRFR2-BP antag | CRFR2-BP ag | M5 antag | M1 PAM | CHRM5 agonist | CHRM4 antagonist | M4 PAM
O=C1/C(=C/c2cccs2)SC(=S)N1CCCC(=O)N(CCO)c1ccccc1 | 1 | -5 | 1 | 2.3 | 16 | 7 | -3 | 4 | -9
COC(=O)c1sccc1NC(=O)c1ccc(OC)c([N+](=O)[O-])c1 | 1 | 5 | 15 | -1.4 | 8 | 4 | 1 | 0 | -9
N#CC1(NC(=O)CN2CCc3ccccc3C2)CCCC1 | 0 | 9 | -4 | -3.4 | 3 | 10 | -4 | -4 | 0
Cn1c(=O)[nH]c(=O)c2c1nc(N1CCCCC1)n2C/C=N/NC(=O)c1cc(Br)ccc1O | 2 | 0 | -7 | 1.0 | 7 | 1 | 3 | -3 | 2
CSc1cccc(NC(=O)C2CCCN(S(C)(=O)=O)C2)c1 (stereo unspecified) | 0 | -6 | 10 | -0.7 | 13 | 1 | 1 | 4 | -4
CCN1C(=O)c2cccc3c(S(=O)(=O)NC(Cc4c[nH]c5ccccc45)C(=O)O)ccc1c23 (stereo unspecified) | 0 | 6 | -18 | 0.9 | 5 | -3 | -5 | 6 | 4
Cc1ccccc1[C@@]1(C)ON(c2ccccc2C(F)(F)F)C1=O | 0 | 4 | -4 | 0.3 | -5 | 7 | 4 | 1 | 7
O=C(CN1CCN(c2cccc(Cl)c2)CC1)c1ccc(O)cc1O | 3 | 1 | -9 | 0.4 | -3 | 16 | -4 | 0 | 6
O=C(NCc1ccccc1C(F)(F)F)C1CCC(=O)N(C2CCCCCC2)C1 (stereo unspecified) | 1 | -3 | -10 | -0.7 | 14 | -8 | 4 | 21 | -6
CC(C)c1ccc(NC(=O)C(=O)C2C(=O)Nc3ccccc32)cc1 (stereo unspecified) | -1 | -1 | -9 | -0.2 | 6 | 1 | 1 | -5 | 5
CCOc1ccc(CONS(=O)(=O)c2ccc(NC(C)=O)cc2)cc1Cl | 12 | -7 | -29 | 1.6 | 5 | -2 | 5 | -4 | -4
COC(=O)C1=C(C)N(CC2CC2)C(=O)N[C@H]1c1ccccc1 | 0 | 6 | -4 | -0.6 | -4 | 10 | 5 | -2 | 4
COc1cccc(-c2noc(Cn3nc(C)c([N+](=O)[O-])c3C)n2)c1 | 0 | -7 | 13 | 0.4 | 2 | 5 | -3 | 13 | 1
COCc1nnc(NC(=O)c2ccc(S(=O)(=O)N3CCCC3)cc2)o1 | 0 | -3 | 0 | 6.1 | 4 | 4 | -2 | 5 | 1
CC1=CCC2C(=O)N(c3cccc(C(=O)NCc4ccccc4)c3)C(=O)C2C1 (stereo unspecified) | 13 | -9 | -9 | 2.1 | 5 | 2 | 3 | -12 | -5
Cc1nc([N+](=O)[O-])cn1CC(O)c1ccc(-c2ccccc2)cc1 (stereo unspecified) | 5 | -2 | 26 | -5.0 | -6 | 7 | -2 | -10 | 2
CCSc1ccc(-c2cc(NC=O)c3ncc(-c4cccc(C(=O)N(C)C)c4)n3c2)cc1 | 11 | -4 | nt | nt | 8 | 0 | 1 | 4 | 7

Next part:
SMILES	CHRM4 agonist	M5 PAM	CRFR2-BP antag	CRFR2-BP ag	M5 antag	M1 PAM	CHRM5 agonist	CHRM4 antagonist	M4 PAM
Cc1ccc(N(C)C(=O)CCS(=O)(=O)c2ccc3c(c2)oc(=O)n3C)cc1	1	-4	15	-0.7	1	2	-3	-9	2
O=C(c1cccs1)N1CCC2(O)CCCCC2C1c1ccc(F)cc1 (stereo unspecified)	1	-2	7	-0.3	2	11	-1	-6	4
O=C(COc1cc(F)ccc1[N+](=O)[O-])NCCCc1ccccc1	4	2	-22	-0.3	11	3	3	-4	1
COc1ccc(C(O)P(=O)(OC(C)C)OC(C)C)c(OC)c1 (stereo unspecified)	1	-1	7	-1.9	1	5	3	5	15
Cc1cc(C)c(C)c(S(=O)(=O)N2CCCCC2C(=O)O)c1C (stereo unspecified)	0	11	12	0.6	-11	16	1	-3	6
Cc1ccccc1N(CC(=O)NCC1CCCO1)C(=O)CCC(=O)Nc1nccs1 (stereo unspecified)	1	4	14	-1.0	7	14	0	-3	-5
CC(=O)Nc1ccc(S(=O)(=O)NC(C)C(=O)NC(C)c2ccccc2)cc1 (stereo unspecified)	0	1	-22	2.0	4	7	-4	-12	-5
CCOC(=O)c1ccc(NC(=O)NCCN2CCCCC2)cc1	2	-1	-8	-1.7	5	-7	-2	9	-11
CCOC(=O)c1cc(-c2ccccc2)nn1Cc1cc(CC)no1	1	-8	-4	2.5	10	4	-2	11	7
COC(=O)C(Cc1cccc(C)n1)(c1ccccc1)c1ccccc1	-2	1	33	-4.6	-2	-5	-10	-7	-3
Cc1c(C(=O)NCc2cccnc2)oc2ccc(S(=O)(=O)N3CCCC(C)C3)cc12 (stereo unspecified)	3	-13	-6	-1.4	4	6	-10	-7	1
COc1nc(N(C)C)nc(-n2nnc(C(C)=O)c2C)n1	1	10	4	0.0	-6	5	-2	2	4
CCCc1cc(C(=O)Nc2sc3c(c2C#N)CCC3)no1	7	0	1	1.2	0	-1	3	-16	1
Nc1cc(C(Cl)=C(Cl)Cl)c(S(N)(=O)=O)cc1S(N)(=O)=O	1	-1	-31	8.5	-10	1	0	-20	6
Cc1[nH]c2ccccc2c1C(=O)NS(=O)(=O)Nc1ccccc1	2	-2	0	-0.8	-10	-4	1	3	9
CSc1ccccc1C(=O)NCC1CCCO1 (stereo unspecified)	0	2	7	-0.3	2	8	-3	3	13
CC1CN(C(=O)Nc2ccccc2)c2ccccc2-[n+]2ccsc21 (stereo unspecified)	0	-2	25	2.3	-1	12	-3	4	3
Cc1cccc(C)c1Oc1nc(-c2ccccc2)ncc1S(=O)(=O)c1ccccc1	0	1	14	3.1	-8	9	-3	-1	16
O=C(c1ccc(CS(=O)c2ccc(F)cc2)o1)N1CCN(C2CCCCC2)CC1 (stereo unspecified)	1	-5	6	0.2	-2	-2	-5	-1	-5
O=C(CSc1cccc[n+]1[O-])Nc1c(Br)cc([N+](=O)[O-])cc1Br	2	-1	-4	3.4	10	12	0	-5	0
O=C(NCCc1ccccc1)C(=O)c1cn(CC(=O)N2CCCC2)c2ccccc12	5	-10	-14	-1.7	27*	7	-3	5	7
CCN(CC)S(=O)(=O)c1ccc(OC)c(NC(=O)/C=C/c2ccco2)c1	3	12	15	-0.4	-3	10	2	-2	11
Cc1ccc(C)c(OCCCC(=O)Nc2ccccc2C(N)=O)c1	2	-10	15	-1.6	17	-5	-3	10	8
CCc1nc2ccc(C(=O)NCc3ccc4c(c3)OCO4)cn2c1N(CC)CCOC	2	-3	nt	nt	5	6	-8	-6	-2
CCOc1ccc(NS(=O)(=O)c2ccc(NC(=O)C3CC3)cc2)cc1	5	-4	-8	0.7	6	0	0	-7	4
C=CCNC(=O)C(=O)N/N=C/c1cccc(Br)c1	1	0	-21	0.9	-9	3	-3	-3	5
CCN(C(=S)NC(=O)CCc1ccccc1)c1ccccc1	0	3	20	-0.8	7	6	-4	-3	5
CCCCN(C=O)c1c(CC)nc2ccc(C(=O)NCCOc3ccc(OC)cc3)cn12	11	-6	nt	nt	-7	0	-2	-36	-2
